Pemphigus Ab inh: inhibitors of pemphigus antibody binding to DSG3, primary screen, biochemical, bead-based, flow cytometry, scFv-GFP; DSG3-coupled beads, scFv-anti-DSG3-GFP binding; stronger effect = lower value; binding (percent of control), % at 10 µM; 0.48% of 310,000 active; AID 588358, 2011;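 active = binding more than 3 SD below its plate's average and above zero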;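 note: hits lower antibody fragment binding to DSG3; some compounds called inactive have numbers as strong as hits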
Target sequence (P32926 whole entry, looked up, the tested form may be a part): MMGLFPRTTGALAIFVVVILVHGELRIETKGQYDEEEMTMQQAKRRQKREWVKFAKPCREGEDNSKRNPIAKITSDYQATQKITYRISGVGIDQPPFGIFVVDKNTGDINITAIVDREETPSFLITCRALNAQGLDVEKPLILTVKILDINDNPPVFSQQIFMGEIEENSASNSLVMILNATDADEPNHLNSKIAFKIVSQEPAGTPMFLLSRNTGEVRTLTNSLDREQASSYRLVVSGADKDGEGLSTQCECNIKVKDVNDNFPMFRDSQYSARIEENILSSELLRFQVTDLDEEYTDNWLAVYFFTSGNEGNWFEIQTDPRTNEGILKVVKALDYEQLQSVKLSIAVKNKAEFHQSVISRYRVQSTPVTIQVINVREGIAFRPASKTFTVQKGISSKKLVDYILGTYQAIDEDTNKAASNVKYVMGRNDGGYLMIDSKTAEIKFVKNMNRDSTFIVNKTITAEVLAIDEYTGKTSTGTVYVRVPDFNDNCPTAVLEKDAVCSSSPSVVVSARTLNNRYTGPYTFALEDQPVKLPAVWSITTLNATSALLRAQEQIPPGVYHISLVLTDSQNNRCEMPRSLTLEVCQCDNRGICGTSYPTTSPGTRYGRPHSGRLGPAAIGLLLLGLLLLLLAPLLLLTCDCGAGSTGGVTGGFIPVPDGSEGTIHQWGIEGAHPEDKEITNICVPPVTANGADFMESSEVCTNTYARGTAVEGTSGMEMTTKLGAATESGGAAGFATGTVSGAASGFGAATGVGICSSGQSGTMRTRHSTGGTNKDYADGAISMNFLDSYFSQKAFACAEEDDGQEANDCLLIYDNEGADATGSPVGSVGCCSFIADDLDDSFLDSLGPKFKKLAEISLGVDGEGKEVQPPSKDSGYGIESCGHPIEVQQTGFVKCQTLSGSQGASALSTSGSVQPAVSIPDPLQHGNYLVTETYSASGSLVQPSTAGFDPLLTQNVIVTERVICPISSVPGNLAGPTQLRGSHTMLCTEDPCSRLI
DAGLB inh: DAGLB lipase inhibitors, primary screen, biochemical, fluorescence, HTS; HEK293T DAGLB membrane lysate, EnzChek fluorogenic substrate; inhibition, % at 5.17 µM; 0.059% of 340,000 active; in the data active = inhibition above about 34%;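 note: 0% = enzyme with vehicle and 100% = wells lacking enzyme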
V-ATPase pH: regulators of yeast V-ATPase proton pumping, primary screen, pHLuorin cytosolic pH fluorescence. S. cerevisiae. response, % at 10 µM. 0.37% of 350,000 active; in the data active = response mostly above about 7.3%, no sharp cut-off; inactive = mostly below about 5.4%; note: actives read high; inactives centre near 0; some compounds called inactive have numbers as strong as hits; reference of the scale not given here
Active calls of the source: *; nt = not tested or not shown.

Results follow in this order: Pemphigus Ab inh | DAGLB inh | V-ATPase pH
Cc1ccc(-c2ccc(CN3C(CC(C)C)C(=O)N(Cc4cn(CCC5OCCCO5)nn4)CCS3(=O)=O)cc2)cc1 (stereo unspecified)
  105 | 0 | 0
CC(NS(=O)(=O)c1ccc(Br)cc1F)[C@H](O)c1ccccc1 (stereo partly specified)
  100 | -2 | 0
CC1(C)CN(Cc2ccccc2)C(=O)[C@H]1CC(=O)Nc1ccccc1
  93 | -2 | -1
CC(C)(C)Cc1c(-c2ccc(F)cc2)nc2ccc(Cl)cn12
  110 | -13 | -3
O=C(OCc1cn([C@@H]2CN(C(=O)c3cccs3)[C@@H](c3ccccc3)C[C@H]2O)nn1)c1ccccc1
  96 | -4 | 1
C[C@@H]1CN([C@H](C)CO)C(=O)c2cc(-c3ccc(C(=O)N(C)C)cc3)cnc2O[C@@H]1CN(C)C(=O)c1cccnc1
  104 | 0 | -1
C[C@H](CO)N1C[C@H](C)[C@@H](CN(C)Cc2ccc3cccnc3c2)OCc2cnnn2CCCC1=O
  109 | -1 | 1
CCCCN1C(=O)C(CC(=O)NCCN2CCOCC2)CC(C(=O)N(C(C)C)C(C)C)=C1C (stereo unspecified)
  117 | -5 | -2
Cc1ccc(S(=O)(=O)N2C[C@@H](C)[C@]3(C2)[C@H](O)[C@H](OC(=O)NCc2ccccc2)C[C@H]2C(=O)N(c4ccccc4)C(=O)[C@H]23)cc1
  111 | 0 | 0
C[C@@H]1CCCCO[C@@H](CN(C)S(=O)(=O)c2cn(C)cn2)[C@@H](C)CN([C@H](C)CO)C(=O)c2cc(N(C)C)ccc2O1
  108 | -2 | 0
CS(=O)(=O)Nc1ccc2c(c1)[C@H]1C[C@H](CC(=O)NCc3ccccc3)O[C@H](CO)[C@H]1O2
  102 | -4 | 0
CC(C)N1CC2(CC(c3ccccc3F)=NO2)CN1C(=O)c1ccc(C(C)(C)C)cc1 (stereo unspecified)
  nt | -9 | -3
CCOC(=O)c1cc(-c2sc(NC(=O)c3ccccc3)nc2C)n(Cc2ccccc2)n1
  101 | -1 | 1
C[C@H]1CN([C@@H](C)CO)S(=O)(=O)c2ccc(C#CC3CC3)cc2O[C@H]1CN(C)C(=O)c1cccnc1
  103 | -4 | 0
COc1ccc(NC(=O)N(C)[C@H]2C[C@H]3c4[nH]c5ccc(-c6ccc(OC)cc6)cc5c4CCN3C(=O)[C@H]2[C@H](C)O)cc1
  103 | -2 | -2
COc1ccc(NC(=O)N(C)[C@H]2C[C@H]3c4[nH]c5ccccc5c4CCN3C(=O)[C@H]2CO)cc1
  101 | 1 | 0
Cc1ccc([C@@H]2C[C@H]3[C@@H](CN2S(=O)(=O)c2ccc(Cl)cc2)C(=O)C[C@@H](c2ccccc2)N3S(=O)(=O)c2ccc(C)cc2)cc1
  101 | -27 | 1
C[C@H](CO)N1C[C@H](C)[C@@H](CN(C)C(=O)C2CCOCC2)Oc2ncc(Br)cc2C1=O
  102 | -5 | 0
CCN1C(=O)[C@H]2[C@@H](c3ccc(C(F)(F)F)cc3)N[C@]3(CCCN(Cc4ccc(F)cc4)C3=O)[C@H]2C1=O
  107 | 4 | -2
C#CCN(C[C@H]1[C@H](OC(=O)NC2CC2)[C@H](OC(=O)NC2CC2)C[C@H]2C(=O)N(c3ccccc3)C(=O)[C@@H]12)S(=O)(=O)c1ccc(C)cc1
  99 | -4 | 3
CC(C)(C)Cc1c(-c2ccc(F)cc2)nc2ccc(Br)cn12
  108 | -20 | -1
COc1ccc(N2C[C@H](C)[C@@H](CC(=O)Nc3ccccc3)C2=O)cc1
  97 | -1 | 2
C[C@@H]1CN([C@@H](C)CO)C(=O)CCCn2nncc2CO[C@@H]1CN(C)C(=O)c1ccccc1
  97 | -2 | 2
CC(C)(C)OC(=O)N1CC2(CCCCC2)CC1Cc1ccc(C(F)(F)F)cc1 (stereo unspecified)
  93 | -18 | 0
Fc1ccc(-c2nc3ccc(Br)cn3c2Cc2ccccc2)cc1
  113 | 0 | -2
C[C@@H]1Cn2cnc(C(=O)Nc3cccc(Cl)c3)c2C(=O)N1
  102 | -9 | -2
COc1ccc(S(=O)(=O)N(C)C[C@H]2OCCCC[C@H](C)Oc3ccc(NC(=O)Nc4ccc(F)cc4)cc3C(=O)N([C@H](C)CO)C[C@H]2C)cc1
  98 | -1 | 2
COc1ccc(-c2cc3nc(C)cc(N4CCN(C(=O)c5ccoc5)CC4)n3n2)cc1
  105 | 3 | 2
C[C@@H]1CN([C@@H](C)CO)C(=O)CCCn2nncc2CO[C@H]1CN(C)S(=O)(=O)c1ccc(-c2ccccc2)cc1
  101 | -1 | -1
COc1ccc(NC(=O)N(C)C[C@@H]2OCc3cnnn3CCCC(=O)N([C@H](C)CO)C[C@@H]2C)cc1
  102 | -3 | 2
Cc1ccc([C@H]2C[C@H](O)[C@@H](n3cc(-c4ccc(F)cc4)nn3)CN2C(=O)c2cccs2)cc1
  103 | -4 | 2
COc1ccc(CN2C(=O)C(CC(=O)NCCc3ccccn3)CC(C(=O)N(C(C)C)C(C)C)=C2C)cc1 (stereo unspecified)
  101 | 0 | -1
Cc1nc(NC(=O)c2ccccc2)sc1-c1cc(C(=O)N2CCOCC2)nn1Cc1ccccc1
  100 | -1 | -2
C[C@@H]1CN([C@@H](C)CO)C(=O)CCCn2nncc2CO[C@H]1CN(C)S(=O)(=O)c1ccccc1C#N
  100 | 1 | -1
CC1=C(C(=O)N(C)C)CC(CC(=O)NCCCCc2ccccc2)C(=O)N1Cc1ccc(C(C)(C)C)cc1 (stereo unspecified)
  110 | 1 | 1
C[C@H]1CN([C@@H](C)CO)C(=O)CCCn2nncc2CO[C@H]1CN(C)C(=O)c1ccccc1
  107 | -1 | 0
C[C@@H](NC(=O)C[C@@H]1C[C@@H]2c3cc(NS(=O)(=O)c4ccc(F)cc4)ccc3O[C@@H]2[C@@H](CO)O1)c1ccccc1
  99 | 1 | 3
COc1cccc(S(=O)(=O)N(C)C[C@@H]2Oc3cc(C#CCN(C)C)ccc3S(=O)(=O)N([C@H](C)CO)C[C@@H]2C)c1
  98 | 0 | -1
Cn1c(=O)c2c(-c3ccccc3)n(-c3ccccc3N)cc2n(C)c1=O
  105 | -2 | 0
C[C@H]1CN([C@@H](C)CO)C(=O)CCCn2nncc2CO[C@@H]1CN(C)S(=O)(=O)c1ccc(Oc2ccccc2)nc1
  106 | 0 | 1
COc1ccc(Br)cc1C1=CC(=O)C[C@H](c2ccc(F)cc2)C1
  112 | -9 | 0
C[C@H]1CN([C@@H](C)CO)C(=O)CCCn2nncc2CO[C@@H]1CN(C)C(=O)c1ccncc1
  100 | 4 | 2
CC1C(=O)N(Cc2cn(CCC3OCCCO3)nn2)CCS(=O)(=O)N1Cc1ccc(-c2cccc(N(C)C)c2)cc1 (stereo unspecified)
  101 | 0 | 4
Cc1ccc2c(=O)n3c(nc2c1)C(Cc1ccc(O)cc1)NC(=O)c1cccnc1-3 (stereo unspecified)
  99 | 2 | -3
CCCCCC(=O)N1C[C@H](n2cc(COC(=O)c3ccccc3)nn2)[C@@H](O)C[C@@H]1c1ccc(C)cc1
  105 | -5 | -1
COc1ccc(OC)c(C2=CC(=O)C[C@H](c3ccc(F)cc3)C2)c1
  106 | -4 | 2
CC(C)COC(=O)N(C)C[C@@H]1OCc2cnnn2CCCC(=O)N([C@H](C)CO)C[C@H]1C
  102 | -1 | 0
CCCCCC(=O)N1C[C@@H](n2cc(-c3ccc(F)cc3)nn2)[C@H](O)C[C@@H]1c1ccc(OC)cc1
  97 | 1 | 2
COC(=O)[C@H]1C[C@H](OC(=O)NCc2ccc(OC)c(OC)c2)[C@@]2(O)CN(S(=O)(=O)c3ccc(C)cc3)CC2[C@H]1C(=O)OC (stereo partly specified)
  108 | 4 | 1
COc1ccccc1CN(C)C[C@H]1OCc2cnnn2CCCC(=O)N([C@@H](C)CO)C[C@@H]1C
  103 | 4 | 3
Cc1cn([C@H]2C[C@H](O)[C@@H](CNS(=O)(=O)c3ccc(NS(=O)(=O)N(C)C)cc3)O2)c(=O)[nH]c1=O
  97 | 0 | 0
C[C@H]1CN([C@@H](C)CO)C(=O)CCCn2nncc2CO[C@H]1CN(C)S(=O)(=O)c1cccs1
  103 | -2 | 1
CC1=C(C(=O)N2CCOCC2)CC(CC(=O)NC2CCCC2)C(=O)N1Cc1ccc(C(C)(C)C)cc1 (stereo unspecified)
  102 | 2 | 1
CC1(C)CC(=O)C=C(c2ccccc2-c2ccc(S(C)(=O)=O)cc2)C1=O
  100 | -1 | -2
O=C(c1ccoc1)N1CCN(c2cc(-c3cccnc3)nc3cc(-c4cccc(Cl)c4)nn23)CC1
  104 | 6 | 2
CC(C)NC(=O)N(C)C[C@@H]1OCc2cnnn2CCCC(=O)N([C@H](C)CO)C[C@H]1C
  97 | -1 | 3
Cc1ccccc1-c1n[nH]nc1C1=CC(=O)CC(C)(C)C1
  105 | 2 | -3
COc1ccc([C@@H]2C[C@H]3[C@@H](CN2S(=O)(=O)c2ccccc2)C(=O)C[C@@H](c2ccccc2)N3S(=O)(=O)c2ccc(C)cc2)cc1
  104 | -9 | 1
C=CCCC(=O)N1C[C@H]2CON(C)[C@H]2C[C@H]1c1cccc(N2CCOCC2)c1
  99 | 3 | 1
COc1ccc([C@H]2C[C@@H](O)[C@H](n3cc(C4CC4)nn3)CN2C(=O)c2cccs2)cc1
  101 | -4 | 1

Full records as entered above. Values in the order: Pemphigus Ab inh | DAGLB inh | V-ATPase pH
Results for Cc1ccccc1-c1n[nH]nc1C1=CC(=O)CC(C)(C)C1 : 105 | 2 | -3
Results for O=C(c1ccoc1)N1CCN(c2cc(-c3cccnc3)nc3cc(-c4cccc(Cl)c4)nn23)CC1 : 104 | 6 | 2
Results for CC1=C(C(=O)N2CCOCC2)CC(CC(=O)NC2CCCC2)C(=O)N1Cc1ccc(C(C)(C)C)cc1 (stereo unspecified) : 102 | 2 | 1
Results for COC(=O)[C@H]1C[C@H](OC(=O)NCc2ccc(OC)c(OC)c2)[C@@]2(O)CN(S(=O)(=O)c3ccc(C)cc3)CC2[C@H]1C(=O)OC (stereo partly specified) : 108 | 4 | 1
Results for COc1ccc(OC)c(C2=CC(=O)C[C@H](c3ccc(F)cc3)C2)c1 : 106 | -4 | 2

The list goes on:
Results follow in this order: Pemphigus Ab inh | DAGLB inh | V-ATPase pH
C[C@H](CO)N1C[C@H](C)[C@@H](CN(C)S(=O)(=O)c2ccc(Oc3ccccc3)nc2)OCc2cnnn2CCCC1=O
  104 | -3 | 1
O=C(C[C@H]1C(=O)N(CCc2ccccc2)C[C@@H]1c1ccccc1)Nc1ccccc1
  107 | -2 | 1
CCN(CC)C(=O)C1=C(C)N(Cc2ccc(C(C)(C)C)cc2)C(=O)C(CC(=O)NCCCCc2ccccc2)C1 (stereo unspecified)
  108 | -6 | -1
CCN(CC)C(=O)C1=C(C)N(Cc2ccc(OC)cc2)C(=O)C(CC(=O)NCCCN(C)C)C1 (stereo unspecified)
  106 | 0 | -5
C[C@H](CO)N1C[C@H](C)[C@@H](CN(C)Cc2ccc(C(=O)O)cc2)Oc2ncc(Br)cc2C1=O
  108 | 4 | 1
C[C@@H]1CN([C@H](C)CO)S(=O)(=O)c2ccc(Br)cc2O[C@@H]1CN(C)C(=O)CN1CCOCC1
  95 | 1 | 0
COc1cc(NC(=O)CNC(=O)Cn2cnc3sc(C)c(C)c3c2=O)cc(OC)c1OC
  110 | -3 | -2
CC(C)(C)OC(=O)N1CCc2onc(-c3ccc([N+](=O)[O-])cc3)c2C1=O
  112 | -2 | -1
CCCCCCN1C[C@H](n2cc(C3CC3)nn2)[C@@H](O)C[C@@H]1c1ccc(C)cc1
  109 | -5 | 2
O=C1c2ccccc2S(=O)N1c1cccc(F)c1 (stereo unspecified)
  103 | -1 | 2
C[C@@H]1CN([C@@H](C)CO)C(=O)c2cc(NC(=O)Nc3cccc4ccccc34)ccc2O[C@@H](C)CCCCO[C@H]1CN(C)C(=O)c1ccccc1
  98 | -8 | 1
COc1ccc(NC(=O)N(C)C[C@H]2Oc3cc(Br)ccc3S(=O)(=O)N([C@H](C)CO)C[C@@H]2C)cc1
  110 | 0 | -1
COc1cc(/C=C/CNC[C@H]2O[C@@H](n3cc(C)c(=O)[nH]c3=O)C[C@@H]2O)ccc1O
  110 | -1 | -4
C[C@@H]1CN([C@H](C)CO)C(=O)CCCn2nncc2CO[C@H]1CN(C)Cc1ccc(C(F)(F)F)cc1
  102 | 0 | -1
Cc1ccc([C@H]2C[C@H](O)[C@@H](n3cc(-c4ccc(F)cc4)nn3)CN2C(=O)C2CCCCC2)cc1
  103 | -6 | -1
O=C(O)c1ccc(CNC(=O)c2ccc(S(=O)(=O)N3CCCC3)cc2)cc1
  106 | 0 | 2
C[C@H]1CN([C@@H](C)CO)C(=O)CCCn2cc(nn2)CO[C@@H]1CN(C)C(=O)Nc1ccc(C(F)(F)F)cc1
  94 | -1 | 3
C[C@H]1CN([C@@H](C)CO)C(=O)c2cc(C#CC3CCCC3)cnc2O[C@H]1CN(C)C(=O)Cc1ccccn1
  111 | -3 | -4
C[C@H]1CN([C@@H](C)CO)C(=O)c2cc(-c3cccc(C#N)c3)cnc2O[C@H]1CN(C)C(=O)c1ccccn1
  111 | -1 | -1

Bioassay records (PubChem BioAssay)

The list is partial, so the mix of outcomes need not match the whole.
